# GAA glycogen – qHTS Assay for Inhibitors and Activators of Human alpha-Glucosidase Cleavage of Glycogen | Potency, µM (highest dose often 76.4 µM), for the others: top-dose activity change, negative = inhibition, actives largely listed as inhibitors | actives 0.38% (n = 300,000) | AID 2100, 2009 | recombinant GAA, glycogen substrate, Amplex Red glucose oxidase fluorescence | Lysosomal alpha-glucosidase (Homo sapiens), P10253;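 also: potency is read from the fitted curve at half-maximal effect; 0% = full enzyme reaction and -100% = no-enzyme basal signal; the screen sought inhibitors and activators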
#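 Recombinant human alpha-glucosidase (4 nM final) hydrolysed bovine liver glycogen (30 ug) for 40 min at 37 C in pH 5.0 citrate/phosphate with 0.01% Tween-20. Released glucose detected by glucose oxidase/Amplex Red, Ex 573/Em 610 nm. Compounds up to 77 uM; AC50 from Hill fits.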
# LMNA splice mod – qHTS Assay for Modulators of Lamin A Splicing | HeLa LMNA splicing GFP/RFP minigene ratio, 48 h | Potency, µM (highest dose often 46.1 µM), for inactives: at the highest dose ratio change, negative = inhibition, most hits filed as inhibitors | actives 0.01% (n = 200,000) | AID 1487, 2009; active = well fitted inhibition curve with a large enough effect in the signal ratio, with a control signal flat, not every such curve was filed as active; inconclusive = small, poorly fitted or top-dose-only effect, or effect the other way, or a change in a side signal; the % refers to the signal ratio; also: potency is read from the fitted curve at half-maximal effect; % is scaled to controls: 0 for no effect and ±100 for the full control effect
#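 S3 HeLa cells stably expressing lamin A-EGFP splicing minigene plus DsRed2, 600 cells/well, 48 h compound exposure at 37C. Laser-scanning cytometry; analysed as GFP (500-530 nm)/RFP (575-640 nm) total intensity ratio; 0.5% DMSO vehicle.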
# HTT cytoprotect – qHTS Multiplex Assay to Identify Dual Action Probes in a Cell Model of Huntington: Cytoprotection (ATP) | PC12 HTT-Q103 induced, cytoprotection, ATP luminescence, 40 h | Potency, µM (highest dose often 56.4 µM), for the others: cytoprotection (ATP increase), most hits filed as activators | actives 0.14% (n = 230,000) | AID 1471, 2008;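 also: potency is read from the fitted curve at half-maximal effect; % of control where 0% means no effect; nearly all actives have a fitted effect of over 45% in size; toxic huntingtin expression switched on by the ecdysone agonist tebufenozide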
#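 Huntington model: PC12 line, ecdysone-inducible HTTQ103 exon1–GFP, tebufenozide 100 nM. Test articles in a dose series. Endpoint luminescence from cellular ATP.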
# CBFb-RUNX1 inh – qHTS Assay for Compounds Blocking the Interaction Between CBF-beta and RUNX1 for the Treatment of Acute Myeloid Leukemia; Runt-related transcription factor 1 (Homo sapiens) + Core-binding factor subunit beta …; AlphaScreen CBFb-His/RUNX1-biotin binding, biochemical; Potency, µM (highest dose often 59.8 µM), for inactives: at the highest dose activity, negative = inhibition, hits mostly inhibitors; 230,000 tested, under 10 active; also: % of control where 0% means no effect
# Target sequence (Q01196 whole entry, looked up): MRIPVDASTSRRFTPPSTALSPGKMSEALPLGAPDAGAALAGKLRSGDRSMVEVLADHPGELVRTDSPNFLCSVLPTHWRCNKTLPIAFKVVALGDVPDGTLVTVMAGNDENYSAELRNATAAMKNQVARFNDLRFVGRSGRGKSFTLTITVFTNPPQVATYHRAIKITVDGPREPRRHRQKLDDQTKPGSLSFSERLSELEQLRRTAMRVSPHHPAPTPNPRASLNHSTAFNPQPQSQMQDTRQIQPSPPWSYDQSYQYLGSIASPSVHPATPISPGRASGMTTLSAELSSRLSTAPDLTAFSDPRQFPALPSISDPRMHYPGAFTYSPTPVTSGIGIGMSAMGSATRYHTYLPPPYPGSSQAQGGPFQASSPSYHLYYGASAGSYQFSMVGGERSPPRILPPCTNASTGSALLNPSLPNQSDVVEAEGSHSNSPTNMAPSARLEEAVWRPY
# Target sequence (Q13951 whole entry, looked up): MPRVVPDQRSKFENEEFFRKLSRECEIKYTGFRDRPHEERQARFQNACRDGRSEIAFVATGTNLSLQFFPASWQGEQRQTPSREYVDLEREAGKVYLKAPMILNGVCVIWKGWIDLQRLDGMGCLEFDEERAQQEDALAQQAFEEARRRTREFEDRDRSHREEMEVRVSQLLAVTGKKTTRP
#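 CBFb-His/RUNX1-biotin, 30 nM each, preincubated 20 min RT; compound 15 min RT; Ni + streptavidin beads 50 ng each, 90 min RT; AlphaScreen read.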
# GAA spleen mod – qHTS Assay for Inhibitors and Activators of Human alpha-Glucosidase From Spleen Homogenate. Potency, µM (top dose mostly 79.9 µM), for the others: at the top dose activity change, negative = inhibition, usual class: inhibitors. human spleen homogenate, 4-MU-alpha-glucoside fluorescence. Lysosomal alpha-glucosidase (Homo sapiens), P10253. actives 0.006% (n = 240,000);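 also: potency is read from the fitted curve at half-maximal effect; 0% = enzyme with vehicle and -100% = no enzyme basal signal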
#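 Enzyme source: human spleen homogenate, 1 ug/well. Buffer 50 mM citric acid/K phosphate pH 5.0, 0.01% Tween-20. 4-MU-alpha-glucoside 1 mM; 37 C x 40 min; NaOH/glycine stop; fluorescence.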
# HTT aggregate – qHTS Multiplex Assay to Identify Dual Action Probes in a Cell Model of Huntington: Aggregate Formation (GFP) | Potency, µM (titrated, usually from 46.1 µM), inactives show at the top dose activity change, negative = inhibition, usual class: inhibitors | actives 1.1% (n = 220,000) | PC12 HttQ103-GFP aggregates, Acumen cytometry, 40 h; also: potency is read from the fitted curve at half-maximal effect; % is scaled to controls: 0 for no effect and ±100 for the full control effect; nearly all actives have a fitted effect of over 60% in size
#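 Aggregates are detected as GFP objects 1–25 µm with signal 6 STDEV over background in lysates of induced PC12 cells. These carry Huntingtin exon 1 with 103 glutamines fused to GFP under an ecdysone promoter; compounds titrated.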
# GAA inhib – qHTS Assay for Inhibitors of Human alpha-Glucosidase as a Potential Chaperone Treatment of Pompe Disease; Lysosomal alpha-glucosidase (Homo sapiens), P10253; purified human GAA, 4-MU-alpha-glucoside fluorescence; Potency, µM (highest dose often 76.9 µM), for the others: top-dose activity change, negative = inhibition, usual class: inhibitors; actives 0.005% (n = 200,000);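 also: potency is read from the fitted curve at half-maximal effect; plate controls were uninhibited enzyme wells for no effect and no-enzyme background for full effect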
#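 AC50 values come from Hill fits of compound titrations (up to 77 uM) against 4 nM human enzyme. Substrate 4-methylumbelliferyl-alpha-D-pyranoside at 400 uM, pH 5.0 citrate buffer, 20 min room temperature; fluorescence Ex 365/Em 440 after alkaline stop.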
# Active calls of the source: *; ? = inconclusive; · = not tested or not shown; [ ] = another dose, or the depositor's remark. Unless noted, calls follow the shape of the dose curve; as a rule, active = well fitted curve in the direction sought with a large enough effect; inconclusive = small, poorly fitted or top-dose-only effect, or another doubt; inactive = no such curve, though single readings can be large; an effect the other way counts as inactive or inconclusive.
# Values run as follows: GAA glycogen | LMNA splice mod | HTT cytoprotect | CBFb-RUNX1 inh | GAA spleen mod | HTT aggregate | GAA inhib
CC(CNCc1ccc2c(c1)OCO2)NCc1ccc2c(c1)OCO2 (stereo not drawn)
→ 6% | -2% | 10% | 0% | -13% | -19% | -17%
O=C(NC1CCCCC1)/C(=N\O)c1ccccn1
→ 2% | 16% | 1% | -3% | 3% | -14% | 6%
CCOC(=O)NC1(Nc2ccc(Cl)cn2)Oc2ccccc2O1
→ 22µM* | ? | -66%[inhibitor][4.97 µM] | ? | -3% | 3%[9.22 µM] | 3%
CCOC(=O)/C(C(N)=NCCCO)=C(/O)c1ccccc1
→ 2% | 2% | -17% | 2% | -10% | -5% | 7%
Cc1ccc(-c2nn(-c3ccccc3)cc2/C=N/n2c(-c3ccncc3)n[nH]c2=S)cc1
→ -7% | · | -27%[10 µM] | 5% | 2% | -26%[9.22 µM] | ·
CCCCNC(=O)N(C)c1nc2ccccc2s1
→ -7% | 8%[9.22 µM] | 5%[10 µM] | 7% | -9% | -9%[9.22 µM] | 10%
C=CCOC(=O)C1=C(C)NC(C)=C(C(=O)OCC=C)C1c1ccc(C)o1
→ -10% | · | -1%[10 µM] | 1% | 8% | -2%[9.22 µM] | ·
Cc1nn(C)c(C)c1-c1c(C#N)c(N)nc2c1CCCCCC2
→ 5% | 6% | -2% | 10% | 0% | -7% | 0%
O=C(Nc1nnc(CCN2CCCCC2)s1)c1ccccc1Cl
→ 6% | 9%[9.22 µM] | -28% | 10% | 6% | 4% | -4%
Cn1c(CNC(=O)c2ccccc2F)nnc1SCC(=O)NCc1ccccc1
→ -9% | ? | -15%[10 µM] | 2% | -12% | -15%[9.22 µM] | 5%
NC(=S)n1[nH]c(-c2ccc([N+](=O)[O-])cc2)c(N=Nc2cccc([N+](=O)[O-])c2)c1=O
→ 4% | ? | -121%[inhibitor] | -19% | -3% | 13µM* | -11%
Cc1nnc(SCc2ccc(CSc3nnc(C)c(=O)[nH]3)cc2)[nH]c1=O
→ -4% | · | -17% | -2% | 6% | -13% | -3%
O=C(COc1ccc(Br)cc1)N1CCN(c2ccc([N+](=O)[O-])c(N3CCCCC3)c2)CC1
→ -4% | ? | ? | ? | -2% | -17% | ?
COc1nsnc1N1CCOCC1
→ -5% | · | -25% | 6% | · | -15% | -14%
O=C1Nc2ccccc2C(O)(C(=O)NCc2ccco2)N1c1ccc(Cl)c(Cl)c1 (stereo not drawn)
→ -9% | -4% | -20% | -25% | -4% | -8% | ?
c1cn(-c2ccnc(-c3ccc4c(c3)OCO4)n2)cn1
→ · | 5% | -41%[inhibitor] | · | -8% | · | ·
O=C(O)c1ccccc1C(=O)NCC(O)COc1ccc(Cl)cc1 (stereo not drawn)
→ 6% | · | 23%[10 µM] | 1% | 4% | -16%[9.22 µM] | ·
COc1cc(C)c(S(=O)(=O)N2CCCC2)cc1C
→ 8% | 5% | 12% | 14% | 2% | -9% | -9%
CN(CCOc1ccc(-c2ccn(S(=O)(=O)c3c(Cl)cccc3Cl)n2)cc1)c1ccccn1
→ 2% | 3% | -1% | 2% | 2% | 8% | 2%
CC(C)(C)c1cc(C(F)(F)F)n2ncc(-c3ccccc3)c2n1
→ 5% | · | -2%[10 µM] | -1% | 1% | 25% | -4%
CC(C(=O)Nc1ccncc1)(c1ccccc1)c1ccccc1
→ 22% | 16%[46 µM] | -6%[10 µM] | -4% | -1% | -8%[9.22 µM] | 7%
COc1cccc(NC(=O)CNS(=O)(=O)c2ccc3nc(C)sc3c2)c1
→ 2% | -1% | 9% | 0% | 8% | 2% | -1%
O=S(=O)(c1cccs1)N1CCC(CO)(Cc2ccc(Cl)cc2)CC1
→ -3% | · | -1%[10 µM] | 6% | -3% | 13%[9.22 µM] | ?
Cc1cc(OCC(=O)Nc2cnn(CCCC(=O)O)c2)ccc1[N+](=O)[O-]
→ -5% | · | -21% | 5% | 1% | -1% | -1%
CCCC(c1nnnn1CC(=O)OCC)N(Cc1cc2c(C)cc(C)cc2[nH]c1=O)C1CCCC1 (stereo not drawn)
→ -7% | ? | -13% | 2% | -5% | 51% | -1%
Cc1cc(C)n(-c2ccc(C(=O)NC3=NCCS3)cc2)n1
→ 12% | 6% | -22% | -5% | -4% | -13% | 0%[15.4 µM]
CCN(CC)CCn1c(=S)[nH]c2ccc(Br)cc2c1=O
→ -3% | · | -10% | 4% | -2% | 13% | 3%
CCCc1c(C(=O)Nc2ccc(OC)cc2)cnn1-c1ccccc1
→ 8% | · | -9%[10 µM] | -3% | -5% | -1%[9.22 µM] | -15%[15.4 µM]
COC(=O)c1ccccc1OCCCCN1CC(C)OC(C)C1 (stereo not drawn)
→ 2% | -4% | ? | -4% | -2% | 0% | 5%
N#CC(c1nc2ccccc2nc1N1CCCCC1)S(=O)(=O)c1ccc(Cl)cc1 (stereo not drawn)
→ 4% | 6% | -3% | -1% | -7% | -22% | 0%
CCOC(=O)c1ncc2[nH]c3cccc(OC(C)C)c3c2c1C
→ · | · | 1% | 12% | 3% | · | ·
O=C(CSc1nc2ccccc2n1CC(=O)NCc1ccccc1)NCc1ccco1
→ -8% | 7% | -13%[10 µM] | -7% | -1% | 13% | -1%
COC(=O)C1=C(N)Oc2cc(C)n(CCc3ccccc3)c(=O)c2C1c1cccnc1 (stereo not drawn)
→ -1% | 6% | -10% | -5% | 4% | 16% | -8%
COc1cccc(-c2cc(C(=O)N/N=C/c3ccc(OC)c(COC(C)=O)c3)c3ccccc3n2)c1
→ -7% | 1% | -94%[inhibitor] | -7% | -6% | -3% | -9%
COc1ccc(C2SCC(=O)N2C)cc1 (stereo not drawn)
→ -2% | 8% | -10% | 7% | 0% | -5%[9.22 µM] | 2%
CCn1cc(C(=O)N2CCN(c3ccc([N+](=O)[O-])cc3)CC2)c(=O)c2ccc(C)nc21
→ 1% | ? | -13% | -1% | -4% | -21% | -4%
COC(=O)Nc1nc(-c2ccccc2)c(C(=O)c2ccc(Cl)cc2)s1
→ -4% | ? | -81%[inhibitor][10 µM] | -4% | 1% | 8% | -6%
O=C(CCBr)N1CCN(C(=O)CCBr)CC1
→ · | ? | 1% | 21% | -15% | 12% | ·
COc1ccc(S(=O)(=O)Cc2ccc(C(=O)N3CCN(c4ccccc4)CC3)o2)cc1
→ -2% | -5% | 3%[10 µM] | 6% | -6% | 2% | -2%
CCOc1ccc(NC(=O)CCCN2C(=S)NC(C)(C)CC2C)cc1 (stereo not drawn)
→ 8% | 1% | 0%[10 µM] | -6% | -3% | 17% | -13%
CCOC(=O)C1=C(C)NC2=C(C(=O)CC(C)(C)C2)C1c1ccc(O)c(OCC)c1 (stereo not drawn)
→ ? | · | 14%[10 µM] | 12% | 5% | 5%[9.22 µM] | ·
CCCNC(=O)OC[C@@H]1O[C@H](CCO/N=C\[C@@H](OC)[C@H](C)/C=C\CC(=O)OC)C=C[C@@H]1Oc1ccc(OC)cc1
→ · | · | -11%[10 µM] | 6%[13.1 µM] | 0%[17.4 µM] | · | ·
CCN1CCN(CC(=O)n2c3c(c4ccccc42)CC(C)CC3)CC1 (stereo not drawn)
→ -1% | 6% | -12%[1.9 µM] | -1% | -28% | 17% | -5%
COc1ccc(N(CC(=O)Nc2ccc3c(c2)OCCO3)S(C)(=O)=O)c(OC)c1
→ -3% | ? | -21% | 2% | 3% | 0% | 2%
O=c1c(Cc2ccc(Cl)cc2)c(O)ccn1Cc1cccc(Cl)c1
→ 5% | ? | -12%[10 µM] | 15% | 9% | -32% | 3%
O=C(CCc1ccccc1)Nc1ccc(S(=O)(=O)N2CCCC2)cc1
→ -11% | · | -18%[10 µM] | 6% | -2% | 4%[9.22 µM] | ?
CC(=O)Nc1nc2ccccc2n1Cc1ccc(Cl)cc1
→ -12% | · | -5%[10 µM] | 10% | -3% | -26%[9.22 µM] | ·
Cc1nn(CCc2nn[nH]n2)c2nc(-c3ccc(Br)cc3)cc(C(F)(F)F)c12
→ 7% | ? | -49%[inhibitor][10 µM] | 0% | 1% | ? | -10%
Cc1ccc2[nH]c(C)cc(=S)c2c1
→ ? | · | ? | -8% | · | 10% | 3%
Cc1ccc(-c2nnc(-c3ccc(NC(=O)c4ccco4)cc3)o2)cc1
→ 7% | 8% | 11%[10 µM] | 9% | 3% | -11% | 0%
COc1cccc(C(=O)CSc2nc3ccccc3n2CC(=O)N(C(C)C)C(C)C)c1
→ 3% | -10% | 2%[10 µM] | 4% | -3% | -6% | -1%
O=C(CCS(=O)(=O)c1cccs1)N1CCN(c2ccc(F)cc2)CC1
→ -14% | 1% | -9% | 0% | -8% | 12% | -5%
O=C(Nc1nc2ccccc2[nH]1)c1cccs1
→ 8% | 11%[9.22 µM] | -110%[inhibitor] | ? | -1% | -7% | -1%
O=C(Nc1nccs1)c1ccc(Br)o1
→ 3% | -8% | -5%[10 µM] | -1% | 0% | -3% | -4%
O=C(O)c1ccccc1C(=O)c1ccc2c(c1)N(Cc1ccc(Cl)c(Cl)c1)C(=O)CO2
→ -16% | ? | -21% | -19% | 5% | -16%[9.22 µM] | -1%
Cc1ccc(-n2[nH]c(=O)c3cccnc32)cc1
→ -4% | 1% | -8% | 2% | -5% | 17% | 4%
N[C@@H](C(=O)O)c1ccc(P(=O)(O)O)cc1
→ · | · | 8% | 3%[21.7 µM] | 2% | · | ·
CC1(C)Cc2c(C#N)c(NCC3CCCO3)nc(-c3ccco3)c2CO1 (stereo not drawn)
→ -19% | 6% | -17% | 30% | 18% | 10% | ?
N#C/C(=C/c1ccc(CNS(=O)(=O)c2ccccc2)o1)C(=O)NCc1ccccc1
→ 3% | -9% | 29%[10 µM] | -7% | 1% | 7% | -5%
O=C(Nc1ccc2oc(-c3cccnc3)nc2c1)c1ccc([N+](=O)[O-])o1
→ -14% | · | 19%[10 µM] | 4% | 4% | 9%[9.22 µM] | 4%
CCCc1cc(=O)n2[nH]c(-c3ccccc3)cc2n1
→ -3% | -12% | 0%[10 µM] | 7% | 2% | -13% | 0%

# Screening results (PubChem BioAssay)
